WRN helicase inh: WRN helicase (human) inhibition; WRN helicase unwinding, fluorescent forked duplex, kinetic; Potency, µM (series often up to 114 µM), for the others: at the highest dose activity change, negative = inhibition, most hits filed as inhibitors; AID 651768; actives 0.46% (n = 360,000); further: potency means the concentration at half of the fitted maximal effect; on the % scale 0 is the no-effect control and ±100 the full control effect; nearly all actives have a fitted effect of over 55% in size
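Kinetic red-fluorescence monitoring (525/598 nm) tracks WRN helicase activity after 100 nM fluorophore-quencher forked duplex and 2 mM ATP are added to 20 nM enzyme pretreated 15 min at room temperature with compound.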
EPAC1 agonist: EPAC1 (human) agonism; O95398; EPAC1 agonist qHTS, biochemical assay; response scale: 100% = response to 6.5 mM cAMP; actives 0.073% (n = 360,000); Potency, µM (series often up to 154 µM), for inactives: at the top dose activation, actives largely listed as activators; further: potency means the concentration at half of the fitted maximal effect; nearly all actives have a fitted effect of over 60% in size
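Compounds were pinned as a concentration titration into mixtures of EPAC1 (100 nM), BODIPY-GDP-loaded Rap1B (250 nM) and GDP (50 uM). After 5 min at room temperature, fluorescence was followed for 30 min; activity was scaled to 6.5 mM cAMP.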
IL-2 act: IL-2 activation; IL-2 activation reporter assay, cell-based qHTS; stimulated with anti-CD3/CD4/CD28 beads; in transgenic mouse T cells; actives 0.065% (n = 360,000); activation, % (series mostly up to about 46 µM); in the data active means activation above about 50%; inconclusive means mostly about 30% to 49%; further: 0% is about no effect
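First, unstimulated transgenic mouse T cells were exposed to compound for 60 min. Next, anti-CD3/anti-CD4-coated beads with anti-CD28 were added. Finally, after 18 h at 37 degrees C, EGFP and DsRed were imaged.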
PLK1 PBD block: inhibitors of human PLK1 polo-box domain binding; Plk1 PBD binding of FITC phosphopeptide, fluorescence polarization; Potency, µM, without a hit: max response, negative = inhibition, most hits filed as inhibitors; actives 2.8% (n = 360,000); AID 720504; P53350; further: potency means the concentration at half of the fitted maximal effect; series mostly up to about 57 µM; on the % scale 0 is the no-effect control and ±100 the full control effect; nearly all actives have a fitted effect of over 65% in size
EPAC1 antag: antagonists of human EPAC1. actives 0.14% (n = 360,000). EPAC1 GEF assay, Rap1b-BODIPY-GDP exchange fluorescence. Potency, µM (series often up to 115 µM), for the others: at the top dose activity change, negative = inhibition, usual class: inhibitors. O95398. AID 720709;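 further: potency means the concentration at half of the fitted maximal effect; plate controls were vehicle for no effect and positive control for full effect; nearly all actives have a fitted effect of over 50% in size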
CCT chaperon mod: changes cytosolic chaperonin activity; purified chaperonin ATPase assay, HTRF ADP detection, 30 min; activity change, % (no concentration beside the values), hits read low; actives 0.3% (n = 360,000); in the data active means activity change below about -30%; further: on the % scale 0 is the no-effect control and ±100 the full control effect
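ATPase activity: ADP formed was measured by HTRF Transcreener (665/615 nm ratio) after 30 min at 37 deg C with 10 uM ATP. Compounds screened at one 76 uM concentration against 40 or 20 nM TRiC in Tris pH 7.4/KCl/MgCl2/DTT buffer.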
EPAC2 agonist: agonists of human EPAC2 (RAPGEF4); Potency, µM (series often up to 154 µM), for the others: at the top dose activation, hits mostly activators; actives 0.079% (n = 360,000); Q8WZA2; EPAC2 activation, biochemical qHTS; response scale: 100% = 6.5 mM cAMP response; further: potency means the concentration at half of the fitted maximal effect; nearly all actives have a fitted effect of over 50% in size
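EPAC2 (100 nM) mixed with Rap1B loaded with BODIPY-GDP (250 nM) plus 50 uM unlabeled GDP; compounds pinned in, 5 min RT, then read every 5 min for 30 min (ex 480, em 540 nm). Normalized to cAMP control.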
PI5P4K alpha inh: inhibitors of human PI5P4K alpha; P48426; PI5P4Kalpha enzyme, ADP-Glo luminescence, 60 min; active compounds read low; max response, %; actives 1.2% (n = 330,000); AID 652105; active means max response of -50% or lower; inconclusive means between -30% and -50%; inactive means -30% or higher; further: value at the top dose of about 77 µM; on the % scale 0 is the no-effect control and ±100 the full control effect
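Single end-point luminescence (ADP-Glo) quantified ADP from PI5P4Kalpha turnover; ATP 5 microM final, 1 h at RT, 0.1% CHAPS and 0.28 mM EGTA in HEPES pH 7.4.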
* = called active by the depositor; ? = inconclusive; nt = no result given; [ ] = dose if it differs, or a comment. Unless noted, the call rests on the fitted dose curve; in most records, active means well fitted curve in the direction sought with a large enough effect; inconclusive means small, poorly fitted or top-dose-only effect, or another doubt; inactive means no such curve, though single readings can be large; an effect the other way counts as inactive or inconclusive.

| # | molecule | WRN helicase inh | EPAC1 agonist | IL-2 act | PLK1 PBD block |
| --- | --- | --- | --- | --- | --- |
| 1 | Cc1ccc(NC(=O)CN2C(=O)S/C(=C\c3ccc(OCC(=O)O)c(Br)c3)C2=O)cc1 | ? | 9% | 0.1 | ? |
| 2 | CCOc1ccc(Cl)cc1-c1cc(C(=O)NC2CCCCC2)[nH]n1 | -6% | 6% | -0.6 | -12% |
| 3 | COc1ccccc1N1CCN(CC(=O)Nc2ccc(S(=O)(=O)N3CCCCCC3)cc2)CC1 | -4% | -1% | -0.1 | 4% |
| 4 | COCc1c(Br)c(C)nc(OCC(=O)N/N=C/c2ccco2)c1C#N | -12% | -7% | -3.3 | -19% |
| 5 | O=C(Nc1ccccc1Cl)c1cccc(NC(=O)C2CCCC2)c1 | 4% | 9% | 0.6 | -3% |
| 6 | Cn1c(=O)[nH]c(=O)c2c1nc(Br)n2Cc1ccc(Cl)cc1 | -1% | 8% | 1.4 | 2% |
| 7 | O=C(Cc1cccc2ccccc12)NC(=S)Nc1cccc(C(=O)O)c1 | -11% | 9% | -2.0 | ? |
| 8 | COC(=O)c1ccc(COc2ccc3c(c2)CCC3)o1 | 4% | -1% | -4.5 | -2% |
| 9 | C[C@H](CO)N1C[C@H](C)[C@@H](CN(C)CC2CC2)Oc2c(NC(=O)C3CC3)cccc2C1=O | 3% | -14% | 0.3 | -19% |
| 10 | O=C(N[C@@H](c1ccccc1)[C@@H]1C[C@H]1C(=O)NCc1ccccn1)OCc1ccccc1 | -4% | 9% | -0.6 | -7% |
| 11 | CCn1cc(CN2CCC(n3nccc3NC(=O)CCOc3ccccc3)CC2)cn1 | 1% | 11% | -3.4 | -4% |
| 12 | O=C(Cc1ccc(Br)cc1)OCC(=O)c1ccc2c(c1)OCCO2 | -3% | 13% | -1.7 | -19% |
| 13 | Cc1ccc(Cc2c(-c3cccc(Br)c3)nc3ccc(Br)cn23)cc1 | -5% | -13% | 0.9 | -29% |
| 14 | CCN(CC)CCCC(C)NC(=O)c1ccc(C(F)(F)F)cc1 (centres undefined) | 5% | 5% | 1.0 | -24% |
| 15 | CCCOC(=O)CC1C(=O)NCCN1Cc1ccc(F)cc1 (centres undefined) | -1% | -4% | -1.6 | -7% |

| # | EPAC1 antag | CCT chaperon mod | EPAC2 agonist | PI5P4K alpha inh |
| --- | --- | --- | --- | --- |
| 1 | ? | -2.2 | 12% | ? |
| 2 | -3% | -0.6 | 19% | -1 |
| 3 | -24% | 0.0 | 11% | 0 |
| 4 | -4% | -3.1 | 10% | -13 |
| 5 | 0% | -1.6 | 8% | -5 |
| 6 | -8% | -1.4 | 10% | -18 |
| 7 | -27% | 0.4 | 3% | -6 |
| 8 | 14% | -5.4 | 18% | 3 |
| 9 | 1% | -6.5 | 8% | 2 |
| 10 | -3% | 2.0 | 3% | -2 |
| 11 | -4% | 0.8 | 4% | 0 |
| 12 | -11% | 1.1 | 18% | 0 |
| 13 | ? | 1.2 | -20% | -28 |
| 14 | -4% | -1.9 | 4% | 0 |
| 15 | -6% | -4.0 | 10% | 2 |

Exported in transposed form: entries from further up
[7] O=C(Cc1cccc2ccccc12)NC(=S)Nc1cccc(C(=O)O)c1
[8] COC(=O)c1ccc(COc2ccc3c(c2)CCC3)o1
[9] C[C@H](CO)N1C[C@H](C)[C@@H](CN(C)CC2CC2)Oc2c(NC(=O)C3CC3)cccc2C1=O
[10] O=C(N[C@@H](c1ccccc1)[C@@H]1C[C@H]1C(=O)NCc1ccccn1)OCc1ccccc1
[11] CCn1cc(CN2CCC(n3nccc3NC(=O)CCOc3ccccc3)CC2)cn1
[12] O=C(Cc1ccc(Br)cc1)OCC(=O)c1ccc2c(c1)OCCO2
assay / entry,7,8,9,10,11,12
WRN helicase inh,-11%,4%,3%,-4%,1%,-3%
EPAC1 agonist,9%,-1%,-14%,9%,11%,13%
IL-2 act,-2.0,-4.5,0.3,-0.6,-3.4,-1.7
PLK1 PBD block,?,-2%,-19%,-7%,-4%,-19%
EPAC1 antag,-27%,14%,1%,-3%,-4%,-11%
CCT chaperon mod,0.4,-5.4,-6.5,2.0,0.8,1.1
EPAC2 agonist,3%,18%,8%,3%,4%,18%
PI5P4K alpha inh,-6,3,2,-2,0,0

Additional results:
| # | molecule | WRN helicase inh | EPAC1 agonist | IL-2 act | PLK1 PBD block |
| --- | --- | --- | --- | --- | --- |
| 16 | CC(=O)N(Cc1cccc(Br)c1)c1ccc(N2CCOCC2)c(Cl)c1 | 5% | -9% | 0.4 | 0% |
| 17 | CCOC(=O)C1=CCC(c2ccccc2C(F)(F)F)N(S(=O)(=O)c2ccc(C)cc2)C1 (centres undefined) | -12% | -5% | -0.9 | -18% |
| 18 | CC(NC(=O)COC(=O)CNS(=O)(=O)/C=C/c1ccccc1)c1ccccc1 (centres undefined) | -8% | -8% | -0.3 | 0% |
| 19 | Cc1ccc(C(=O)Nc2nncs2)cc1S(=O)(=O)N1CCOCC1 | -4% | -2% | -2.1 | -11% |
| 20 | Cc1c(N=C(N)/N=C(\N)Nc2ccc(Br)cc2)c(=O)n(-c2ccccc2)n1C | 5% | 3% | -3.8 | -1% |
| 21 | O=C(Nc1ccc(OCC(=O)N2CCOCC2)cc1)c1cccc(Cl)c1 | -4% | -13% | 1.4 | 1% |
| 22 | CCc1nnc(NC(=O)c2ccco2)s1 | 22% | -3% | -3.2 | -7% |
| 23 | CC(C)[C@H](CO)NC(=O)[C@H]1O[C@@H](n2ccc(=O)[nH]c2=O)[C@H](O)[C@@H]1O | 0% | -11% | 3.4 | -3% |
| 24 | COc1ccc(CN2CCN(CC(O)Cn3c4ccccc4c4ccccc43)CC2)cc1 (centres undefined) | -3% | 4% | -0.5 | -3% |
| 25 | Cc1ccccc1NC(=O)Cn1c(NCC(C)O)nc2ccccc21 (centres undefined) | -1% | 9% | -0.1 | -16% |
| 26 | Cc1ccc(-c2nn(-c3ccc(F)cc3)cc2C(=O)NC2CCC(O)CC2)cc1 (centres undefined) | -4% | -1% | 0.1 | -4% |
| 27 | C=CCOc1ccc(/C(O)=C2/C(=O)C(=O)N(CCCn3ccnc3)C2c2cccs2)cc1 (centres undefined) | -14% | 27% | -0.1 | -11% |
| 28 | Cc1c(NC(=O)c2cccs2)c(=O)n(-c2ccccc2)n1C | -6% | -5% | 2.1 | -3% |
| 29 | Cc1ccccc1C(=O)OC1OC(=O)C(Cl)=C1Nc1ccccc1 (centres undefined) | ? | 17% | -0.7 | -18% |
| 30 | CCOC(=O)c1c(NC(=S)Nc2cccnc2)sc(C)c1C | 5% | -4% | -4.5 | ? |

| # | EPAC1 antag | CCT chaperon mod | EPAC2 agonist | PI5P4K alpha inh |
| --- | --- | --- | --- | --- |
| 16 | ? | -0.3 | 0% | 1 |
| 17 | -20% | -1.6 | 4% | 2 |
| 18 | 5% | -1.1 | 0% | -2 |
| 19 | -16% | -2.1 | 2% | -4 |
| 20 | 4% | 0.3 | 3% | 7 |
| 21 | -17% | -0.9 | -2% | 2 |
| 22 | 7% | 1.4 | 11% | -4 |
| 23 | -17% | -0.7 | 9% | -8 |
| 24 | -6% | -0.1 | 6% | 2 |
| 25 | 4% | -2.1 | 10% | 0 |
| 26 | 9% | -2.6 | 0% | 0 |
| 27 | ? | 0.8 | 8% | -3 |
| 28 | 8% | 0.3 | 16% | -2 |
| 29 | -23% | -4.3 | 19% | -29 |
| 30 | 1% | -2.1 | -14% | 6 |

Next section
| # | molecule | WRN helicase inh | EPAC1 agonist | IL-2 act | PLK1 PBD block |
| --- | --- | --- | --- | --- | --- |
| 31 | COc1cc(/C=C2/C(C)=C(C#N)c3nc(N)c(C#N)c(C)c32)ccc1OCC(=O)O | ? | -4% | 0.2 | 24µM* |
| 32 | CCc1nnc(NC(=O)c2cc(C)oc2C)s1 | 3% | 9% | -2.4 | 1% |
| 33 | Cn1c(=O)[nH]c(=O)c2[nH]c(CN3CCN(Cc4ccccc4)CC3)nc21 | -4% | -3% | -1.0 | 3% |
| 34 | CC(C)(C)n1nc2c(c1NC(=O)C1CC(=O)N(c3ccc(Cl)cc3)C1)CS(=O)(=O)C2 (centres undefined) | -28% | 1% | -4.4 | -1% |
| 35 | CN1CCN(C(=O)c2ccc(CNS(=O)(=O)c3cccc(Cl)c3)cc2)CC1 | -18% | 6% | -1.3 | 0% |
| 36 | CC(C)OC(=O)CC1C(=O)NCCN1C(=S)NC(=O)c1ccccc1Cl (centres undefined) | -9% | 0% | -4.6 | -12% |
| 37 | O=C(c1ccc(Br)o1)N1CCC(Cc2ccccc2)CC1 | -10% | -7% | -3.7 | 0% |
| 38 | Cc1cc(C)cc(NC(=O)NCC2CCN(Cc3cc(C)ccc3C)CC2)c1 | 2% | 5% | -4.3 | 3% |
| 39 | CCc1ccc([C@@H]2CC=C(C(=O)O)[C@H](c3ccccc3)N2S(=O)(=O)c2ccc(C)cc2)cc1 | -7% | -20% | -1.5 | ? |
| 40 | COc1ccc(CNC(=O)COc2ccc(F)cc2)cc1 | -4% | -2% | -1.0 | -6% |
| 41 | N#Cc1c(NCCCO)nc(NCc2ccccc2)c2c1CCN(Cc1ccccc1)C2 | -5% | 17% | -0.9 | -10% |
| 42 | CCc1ccc2nc3nc(C)cc(C)c3c(N)c2c1 | 22%[57.1 µM] | -3% | 0.4 | -7% |
| 43 | CCOc1ccc(CC(=O)C2C(=O)CC(C)(C)CC2=O)cc1OCC | -5% | 1% | -2.2 | -4% |
| 44 | O=C1c2ccccc2C(=O)N1c1cc([N+](=O)[O-])ccn1 | -20% | 0% | 1.2 | -11% |
| 45 | Cc1ccc(S(=O)(=O)CC(=O)N2CCN(c3ccc(F)cc3)CC2)cc1 | -1% | -6% | 2.7 | -61% |
| 46 | C[C@]12c3[nH]c4ccccc4c3CCN1C(=O)C(CC(=O)NCC13CC4CC(CC(C4)C1)C3)C[C@@H]2C(=O)N1CCCCC1 (some centres undefined) | -9% | 4% | -0.5 | -16% |

| # | EPAC1 antag | CCT chaperon mod | EPAC2 agonist | PI5P4K alpha inh |
| --- | --- | --- | --- | --- |
| 31 | -25% | -2.6 | 13% | -15 |
| 32 | -1% | 1.3 | -2% | 9 |
| 33 | -7% | -6.8 | 9% | 5 |
| 34 | 2% | -2.9 | 6% | -4 |
| 35 | 4% | -3.0 | -1% | 11 |
| 36 | 3% | -1.2 | 6% | -1 |
| 37 | -9% | 1.6 | -1% | 0 |
| 38 | 11% | 0.8 | 0% | -4 |
| 39 | -8% | 0.8 | 4% | -2 |
| 40 | 1% | 0.1 | -6% | 3 |
| 41 | -12% | -3.8 | 26% | -9 |
| 42 | 2% | -4.3 | 5% | nt |
| 43 | 8% | 2.5 | 6% | 0 |
| 44 | -9% | -14 | 5% | -1 |
| 45 | -10% | -1.9 | -3% | 1 |
| 46 | -14% | -0.2 | 9% | -4 |

A portion of the library, so the mix of outcomes need not match the whole.
